Source: PubChem BioAssay (several laboratories)
BoNT F protease: BoNT F light chain protease inhibition; Multiplex microsphere protease cleavage assay, flow cytometry; inhibition, % at 10 µM; 0.22% of 360,000 active; AID 588497; in the data active means inhibition above about 35%, passing the limit was not always enough; inconclusive means no clear call, values can overlap the other calls; further: plate controls were buffer without enzyme for full effect and enzyme alone for no effect
GDH-TPI inh: counter-screen for M. tuberculosis FBA inhibitors: GDH-TPI coupled enzymes; GDH-TPI coupled enzyme counterscreen, NADH absorbance; inhibition, % at 4.8 µM; 1.2% of 360,000 active; AID 588335; in the data active means inhibition above about 30%;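 further: 0% = DMSO wells and 100% = wells lacking the enzyme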
FBA Mtb inh: Mtb fructose-bisphosphate aldolase inhibition; P9WQA3; purified M. tuberculosis FBA, fluorescence read-out; inhibition, % at 1 µM; 2.3% of 360,000 active; AID 588726; in the data active means inhibition above about 27%;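 further: 0% = vehicle and 100% = reference inhibitor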
Target sequence (P9WQA3 whole entry, looked up): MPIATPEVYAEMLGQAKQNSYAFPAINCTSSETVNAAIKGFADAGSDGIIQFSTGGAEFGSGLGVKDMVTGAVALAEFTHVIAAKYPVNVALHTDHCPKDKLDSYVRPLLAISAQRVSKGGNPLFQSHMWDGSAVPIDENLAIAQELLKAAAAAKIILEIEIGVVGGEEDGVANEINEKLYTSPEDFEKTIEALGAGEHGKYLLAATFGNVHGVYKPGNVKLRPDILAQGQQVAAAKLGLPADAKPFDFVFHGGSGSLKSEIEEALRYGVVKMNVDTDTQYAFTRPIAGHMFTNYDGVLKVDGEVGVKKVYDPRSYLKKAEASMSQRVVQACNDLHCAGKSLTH
Mtb BioA inh: BioA (M. tuberculosis) enzyme inhibition | purified M. tuberculosis BioA enzyme, plate reader | inhibition, % at 9.99 µM | 0.096% of 360,000 active | AID 602481; in the data active means inhibition above about 40%; inconclusive means no clear call, values can overlap the other calls
FadD28 binding: blocks FadD28 binding to the bisubstrate probe; fluorescence polarization; inhibition, % at 12.5 µM; 0.22% of 360,000 active; in the data active means inhibition above about 8.5%, passing the limit was not always enough; inconclusive means no clear call, values can overlap the other calls
BoNT A protease: BoNT A light chain protease inhibition; multiplex microsphere protease substrate cleavage, flow cytometry; 0.17% of 360,000 active; inhibition, % at 10 µM; AID 588499; further: plate controls were buffer without enzyme for full effect and enzyme alone for no effect
Anthrax LF prot: anthrax lethal factor protease inhibition | P15917 | multiplex microsphere protease cleavage assay, LF | inhibition, % at 10 µM | 0.12% of 360,000 active | AID 588501; further: plate controls were buffer without enzyme for full effect and enzyme alone for no effect
PfHsp40 rescue: rescue of PfHsp40-mediated yeast toxicity; AID 504582; S. cerevisiae expressing PfHsp40, growth rescue, ATP luminescence; growth rescue, % at 12.5 µM; 0.68% of 340,000 active; in the data active means growth rescue above about 28%, passing the limit was not always enough; inconclusive means no clear call, values can overlap the other calls;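 further: yeast W303a lacking pdr1 and pdr3 grown in galactose medium; growth measured after three days at 30 °C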
Mtb UGM inh: blocks M. tuberculosis UGM enzyme; P9WIQ1; purified UGM, fluorescence polarization probe displacement; inhibition, % at 10 µM; 0.06% of 320,000 active; AID 504406; in the data active means inhibition above about 10%, passing the limit was not always enough; inconclusive means no clear call, values can overlap the other calls
Target sequence (P9WIQ1 whole entry, looked up): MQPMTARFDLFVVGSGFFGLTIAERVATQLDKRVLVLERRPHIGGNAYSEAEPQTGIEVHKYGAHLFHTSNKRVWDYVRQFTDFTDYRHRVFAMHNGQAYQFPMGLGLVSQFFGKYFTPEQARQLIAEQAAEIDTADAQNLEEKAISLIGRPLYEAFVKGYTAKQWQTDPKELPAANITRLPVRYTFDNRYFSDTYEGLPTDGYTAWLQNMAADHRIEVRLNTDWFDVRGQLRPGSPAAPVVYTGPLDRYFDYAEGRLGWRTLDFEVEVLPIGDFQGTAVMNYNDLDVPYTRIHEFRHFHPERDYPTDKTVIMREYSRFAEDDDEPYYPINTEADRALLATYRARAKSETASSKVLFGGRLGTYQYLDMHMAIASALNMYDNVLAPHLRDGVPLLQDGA
* marks the source's active call; other numbers are inactive results; u = inconclusive; x = no result given. Unless noted, no stated cut-off is given here; in the data, active means inhibition above about 30%; inconclusive means no clear call, values can overlap the other calls; inactive means below that.

SMILES	BoNT F protease	GDH-TPI inh	FBA Mtb inh	Mtb BioA inh	FadD28 binding	BoNT A protease	Anthrax LF prot	PfHsp40 rescue	Mtb UGM inh
Cc1cc(C)cc(N2C(=O)NC(=O)/C(=C\c3cc(C)n(C)c3C)C2=O)c1	0.6	1.9	-1.0	x	-2.5	0.0	1.8	1.6	-3.9
C=CCN1C(=O)/C(=C/c2ccc(Br)s2)C(=O)NC1=S	x	3.5	-2.0	-1.7	2.8	x	x	0.3	-4.5
O=C(CCN1C(=O)c2ccccc2S1(=O)=O)NCc1ccco1	-2.8	3.3	0.8	-0.3	-1.3	-1.2	-2.1	-0.8	4.6
COc1nc(/C(N)=N/O)nc(N2CCCCC2)n1	5.3	2.2	1.1	-1.5	-3.8	-0.1	0.6	-1.7	1.4
CC(=O)N1C(=O)NC(c2ccccc2)=C([N+](=O)[O-])C1c1ccccc1 (stereo unspecified)	-16.9	6.0	-1.4	0.2	-2.4	-0.2	32.8*	-1.1	-0.2
COCC(C)n1c(SCC(=O)Nc2cccnc2Cl)nc2ccccc2c1=O (stereo unspecified)	-2.6	-10.8	2.0	0.4	-3.2	-0.1	-3.6	x	x
O=C(COc1cccc2ccccc12)N/N=C/c1ccncc1	1.0	2.5	-2.5	-0.4	-1.7	0.5	-5.6	1.2	3.1
CNc1nc(-c2ccccc2)nc(-c2ccccc2)c1C#N	-3.4	-4.0	0.0	-1.5	-0.1	-0.1	-5.0	-1.1	3.4
C=CCn1c(=O)/c(=C/c2ccc(O)cc2)s/c1=C(/C#N)c1nnc2n1CCCCC2	15.2	-4.5	-16.7	-5.8	-2.0	1.5	-0.1	0.7	-2.2
O=C(CN(c1ccccc1)S(=O)(=O)c1ccccc1[N+](=O)[O-])NN=C1CCCCCCC1	1.0	5.6	1.1	-0.5	1.5	0.2	-1.4	1.6	-0.5
OCc1nc2ccc(Cl)cc2[nH]1	6.7	-12.1	4.6	-2.6	0.3	1.2	-2.1	0.1	-2.1
CN(C)C(=C(C#N)C#N)N1CCN(c2ccc(Cl)cc2)CC1	1.1	0.3	7.8	x	0.9	-0.3	4.6	-0.6	0.7
CCOC(=O)c1cc(CC)sc1NC(=O)COC	2.2	-9.6	-0.4	-1.3	-2.3	2.1	0.2	0.0	-1.3
CC1=C(C(=O)Nc2ccccc2)C(c2ccccc2[N+](=O)[O-])NC(=O)N1 (stereo unspecified)	-8.9	13.6	3.1	-1.0	-0.4	-0.6	-1.1	-0.5	-1.5
OC1(c2cccc(C(F)(F)F)c2)CCN(CCN2CCCCC2)CC1	-5.3	-1.5	-2.2	0.0	-0.3	-0.2	-20.5	-0.6	-2.3
CCN(CC)/C(=N/S(=O)(=O)c1ccc(C)cc1)c1ccccc1	-1.4	9.9	-2.7	-0.4	-1.2	1.2	-8.5	-1.0	3.4
CCOc1ccc(NC(=O)c2ccc(NC(=O)COC(=O)Cc3ccccc3)cc2)cc1	3.7	5.5	1.4	x	0.4	-0.8	-0.3	2.0	-3.5
CC(=O)c1cn(C)c(=O)n(C)c1=O	-4.3	-1.3	-1.9	x	-1.1	-0.7	-0.1	-1.0	2.4
Cc1ccc(NC(=O)Nc2ccon2)cc1	-3.4	7.2	-0.3	-0.9	1.0	1.4	0.6	-1.4	x
Cc1ccc(NC(=O)Nc2cnccn2)cc1Cl	1.2	7.7	3.3	x	0.4	0.3	-1.6	-1.6	-3.5
O=[N+]([O-])c1cccnc1Sc1ccc(Cl)cc1	11.0	6.9	3.1	-0.9	-2.1	0.5	-7.3	-0.7	2.2
Cc1nn(CCC(=O)N2CCN(S(=O)(=O)c3ccc(Cl)cc3)CC2)c(C)c1C	-4.6	-1.5	-1.3	0.0	-3.3	-0.1	8.9	-0.6	-1.9
CCOc1[nH]n(-c2ccc(Cl)cc2)c(=O)c1C=NCc1cccnc1	-2.5	3.1	1.9	0.6	0.1	-1.0	0.5	-0.4	-1.5
CC(C)OP(=O)(OC(C)C)C(NC(=O)c1ccccc1)C(N)=O (stereo unspecified)	2.2	0.4	0.2	x	1.7	-0.3	2.6	-0.6	-1.9
Cc1ccccc1OCCC(=O)Nc1ccccc1C(=O)NC1CC1	2.6	6.4	3.8	x	0.5	1.0	-1.0	-0.6	-0.2
NC(=O)[C@@H]1CCCCNc2c(I)cc([N+](=O)[O-])cc2C(=O)N[C@@H](CCC(=O)O)C(=O)N[C@@H](CO)C(=O)N1	-9.3	15.5	-2.5	0.0	6.0	-0.7	0.1	0.2	3.8
CCOC(=O)C1C(=O)N(C(=O)c2cncc(Br)c2)CC1c1ccccc1 (stereo unspecified)	31.5	5.2	-0.5	-0.7	-2.0	0.3	0.2	1.0	2.9
COc1cc(NC(=S)Nc2cccc(Cl)c2Cl)c(OC)cc1Cl	-4.9	2.5	-1.3	-1.7	-1.6	0.3	-3.4	-1.3	2.8
CC(=O)N1N=C(c2c(-c3ccccc3)c3cc(C)ccc3[nH]c2=O)CC1c1ccco1 (stereo unspecified)	2.1	2.3	2.9	x	-7.9	-0.4	-0.4	1.4	-2.0
CC(C)c1onc(C(=O)NC2CCCC2)c1[N+](=O)[O-]	-4.6	3.1	-0.9	x	-1.8	0.8	1.2	0.1	0.1
O=C1CC(c2ccccc2)CC(O)=C1C=NC1CCCC1 (stereo unspecified)	-0.8	0.7	-1.2	9.3	0.9	0.2	0.2	0.0	-1.5
Cc1ccc(S(=O)(=O)N(CC(=O)NCCSc2ccccn2)c2cc(C)cc(C)c2)cc1	6.0	-1.7	1.8	0.8	-3.1	0.4	0.6	-0.3	-0.4
Cc1ccc2c(c1)CCCN2S(=O)(=O)c1cccc(C(=O)Nc2ccccc2C(=O)O)c1	-1.6	0.3	2.6	7.8	-31.9	0.7	-1.1	1.7	0.0
COc1cccc(NC(=O)CN(C)C(=O)CCc2nc3sc4c(c3c(=O)[nH]2)CCCC4)c1	x	7.7	1.4	-2.2	-0.5	x	x	0.6	-0.1
O=C(COC(=O)c1ccc(NC(=O)C2CC=CCC2C(=O)O)cc1)c1ccccc1 (stereo unspecified)	14.4	2.6	3.3	-1.8	u	0.3	-17.4	0.2	-0.4
C#CCNC(=O)C1=C[C@H](C)C[C@H](OCc2ccc(CO)cc2)O1	2.1	5.9	0.8	-0.3	-0.3	-0.6	-6.8	-1.0	-3.5
COc1ccc(NC(=O)CN(C)C(=O)c2cccc(S(=O)(=O)Nc3ccc(F)cc3)c2)cc1	-1.3	-2.2	-2.5	-0.1	-0.2	-0.9	2.7	0.3	5.9
c1ccc(N2CCN(c3nc4ccccc4[nH]3)CC2)nc1	-3.8	12.2	-0.9	x	-0.2	0.2	2.0	0.1	1.7
COc1ccc(CC(=O)NNC(=O)CSc2nnc(Cc3ccc(OC)cc3)n2-c2ccccc2)cc1	-3.7	9.5	0.0	x	-3.3	-0.1	-1.2	0.0	-0.6
Cc1cc(C)cc(NC(=O)CSc2nc(CSc3ccc(Cl)cc3)cc(=O)[nH]2)c1	0.2	13.8	-1.5	0.3	-1.3	-1.7	7.5	-1.0	-0.9

A stretch from the list above:
SMILES	BoNT F protease	GDH-TPI inh	FBA Mtb inh	Mtb BioA inh	FadD28 binding	BoNT A protease	Anthrax LF prot	PfHsp40 rescue	Mtb UGM inh
Cc1cc(C)cc(N2C(=O)NC(=O)/C(=C\c3cc(C)n(C)c3C)C2=O)c1	0.6	1.9	-1.0	x	-2.5	0.0	1.8	1.6	-3.9
C=CCN1C(=O)/C(=C/c2ccc(Br)s2)C(=O)NC1=S	x	3.5	-2.0	-1.7	2.8	x	x	0.3	-4.5
O=C(CCN1C(=O)c2ccccc2S1(=O)=O)NCc1ccco1	-2.8	3.3	0.8	-0.3	-1.3	-1.2	-2.1	-0.8	4.6
COc1nc(/C(N)=N/O)nc(N2CCCCC2)n1	5.3	2.2	1.1	-1.5	-3.8	-0.1	0.6	-1.7	1.4

(list continues)
SMILES	BoNT F protease	GDH-TPI inh	FBA Mtb inh	Mtb BioA inh	FadD28 binding	BoNT A protease	Anthrax LF prot	PfHsp40 rescue	Mtb UGM inh
CC1(C)CNC(=O)CC(C)(C)N1O	-5.8	3.2	-1.7	-0.4	u	-0.2	0.0	-0.8	-0.1
CC(C)(O)/C=C/C(=O)C(C)(O)C1C(O)CC2(C)C3CC=C4C(C=C(O)C(=O)C4(C)C)C3(C)C(=O)CC12C (stereo unspecified)	2.0	6.9	-1.5	x	-2.8	1.0	-3.2	-1.9	x
COc1ccc(-c2cc(C(=O)Nc3cccc(C(C)=O)c3)no2)cc1	1.2	-10.7	-3.3	-0.4	-1.7	0.8	2.3	-0.2	x
CC(C)c1nc(Cl)c(C#N)c2c1COC(C)(C)C2	u	4.9	1.3	x	0.3	u	11.2	0.7	-0.1
Cc1ccc(C)c(N/C=C(\C#N)c2nc3ccccc3o2)c1	-23.9	8.6	-0.2	-0.6	-0.5	-0.3	-0.4	0.2	1.5
CCOC(=O)c1[nH]cc(-c2ccccc2)c1N1CCOCC1	10.8	7.8	2.2	-0.5	-1.0	0.9	-0.1	0.2	-0.2
CN(c1ccccc1)S(=O)(=O)c1cccc(NC(=O)C2CC(=O)N(Cc3ccccc3)C2)c1 (stereo unspecified)	-16.5	0.3	1.5	x	-1.7	-1.8	-6.7	1.9	0.8
O=C1CN(S(=O)(=O)c2cc(C(=O)O)ccc2Cl)c2ccccc2N1	-3.7	8.8	-1.3	-0.7	-4.3	0.9	1.4	-0.3	2.7
COc1ccc(NC(=O)CCC(=O)NCc2ccco2)c([N+](=O)[O-])c1	14.5	-5.1	2.0	-0.6	-2.6	-0.2	-7.8	1.9	-1.7
CCCCCCc1c(O)c2ccccc2[nH]c1=O	-5.1	3.2	19.1	-0.9	0.9	-0.3	0.4	0.3	1.2
CC(C)C1CC2=C(C(=O)OC(C)(C)O2)C(c2ccc(Cl)cc2)O1 (stereo unspecified)	0.3	x	-1.9	1.7	-4.6	0.1	0.0	x	x
Cc1cc(-c2nnc(SCC(=O)Nc3ccccn3)o2)no1	-1.4	13.7	1.3	x	-2.1	-0.8	5.0	-0.4	0.9
CCn1cnc2sc(C(=O)Nc3ccc4c(c3)OCO4)c(C)c2c1=O	-0.4	3.5	-1.2	-2.8	-1.0	0.8	-5.0	0.3	-3.1
CC(C)Cn1c(CNC(=O)c2ccccc2)nc2ccccc21	-20.8	-6.5	0.5	-3.7	3.2	0.6	1.6	1.9	4.6
CCn1c(SCC(=O)Nc2nc3ccc(OC)cc3s2)nc2c1c(=O)n(C)c(=O)n2C	4.3	-0.4	-0.7	x	-0.7	4.6	-5.0	-0.4	-0.5
COc1ccccc1Oc1nc([N+](=O)[O-])nn1CC(N)=O	5.5	13.4	0.5	1.0	-0.8	-0.9	9.8	-0.6	0.9
COc1ccc(-c2csc(NC(=O)c3ccccc3NS(=O)(=O)c3ccc(C)cc3)n2)cc1	2.0	16.7	24.1	x	-2.8	-0.1	-0.7	-1.2	2.0
C/C(Cl)=C/Cc1c(C)[nH]c2c(ccc3ccccc32)c1=O	-0.7	-3.4	3.3	1.1	1.9	-1.9	-8.8	0.3	-1.6
CCN(CC)CCCNC(=S)N1CCN(c2nc3ccccc3n2CC)CC1	-18.7	-3.5	-0.1	0.0	-1.8	-1.2	-24.1	-0.4	-0.2
COc1ccc(/C=C2\N=C(c3c(-c4ccccc4)noc3C)OC2=O)cc1OC	7.1	0.4	-0.5	-0.6	-1.9	0.7	6.4	1.7	0.1
CCOc1cccc(Oc2ccc(C(F)(F)F)cn2)c1	-8.0	6.5	0.6	-0.4	-1.1	-1.3	-4.4	-2.5	-1.9
COc1ccc(S(=O)(=O)N2CCOC23CCN(S(=O)(=O)c2ccc(Cl)cc2)CC3)cc1	-14.1	7.2	-0.2	-1.5	-4.4	-2.6	-2.3	1.3	0.0
COc1ccc(S(=O)(=O)N2CCN(c3ccccn3)CC2)c(OC)c1	u	11.4	4.7	1.0	-1.4	1.0	6.8	0.4	-2.0
CCOC(=O)c1c(C)[nH]c(C)c1C(=O)CSc1nc2ccccc2c(=O)n1-c1ccccc1C	-4.3	10.9	-2.5	x	-3.3	-1.3	-0.9	0.6	0.0
